# Sm TGR block – blocks Schistosoma mansoni thioredoxin glutathione reductase. Q962Y6. purified TGR, DTNB reduction, TNB absorbance 405 nm. Potency, µM (titrated, usually from 114 µM), for the others: at the highest dose activity change, negative = inhibition, hits mostly inhibitors. 360,000 tested, 3% active. AID 485364; note: potency is the fitted concentration of half-maximal effect; % is set by controls: 0 for no effect and ±100 for the full control effect; nearly all actives have a fitted effect of over 60% in size
#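 TGR 20 nM + NADPH 100 uM (dispensed conc.), cpd preinc 15 min RT; start with NADPH (500 uM addition) then DTNB (15 mM addition). Kinetic TNB absorbance, 405 nm filter. Four-parameter Hill fit across titration.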
# Pf growth 48h – inhibits P. falciparum growth in the first generation, 48 h | P. falciparum luciferase growth in erythrocytes, 48 h | Potency, µM (doses to about 28.7 µM), for inactives: at the highest dose activity change, negative = inhibition, hits mostly inhibitors | 310,000 tested, 5.9% active; note: potency is the fitted concentration of half-maximal effect; % is set by controls: 0 for no effect and ±100 for the full control effect
#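 Growth was read as firefly luciferase luminescence after a 48 h, 37 C, 5% CO2 exposure of compounds to reporter-bearing P. falciparum cultures (0.1% parasitemia, 2% hematocrit final) in Albumax-supplemented RPMI 1640.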
# FBPA Giardia inh – inhibitors of Giardia lamblia fructose-1,6-bisphosphate aldolase. 290,000 tested, 0.71% active. AID 2451. Potency, µM (highest dose often 59.6 µM), for inactives: at the top dose activity, negative = inhibition, usual class: inhibitors. purified Giardia FBPA. A8B2U2; note: potency is the fitted concentration of half-maximal effect; % is set by controls: 0 for no effect and ±100 for the full control effect; nearly all actives have a fitted effect of over 55% in size
# Target sequence (A8B2U2 whole entry, looked up): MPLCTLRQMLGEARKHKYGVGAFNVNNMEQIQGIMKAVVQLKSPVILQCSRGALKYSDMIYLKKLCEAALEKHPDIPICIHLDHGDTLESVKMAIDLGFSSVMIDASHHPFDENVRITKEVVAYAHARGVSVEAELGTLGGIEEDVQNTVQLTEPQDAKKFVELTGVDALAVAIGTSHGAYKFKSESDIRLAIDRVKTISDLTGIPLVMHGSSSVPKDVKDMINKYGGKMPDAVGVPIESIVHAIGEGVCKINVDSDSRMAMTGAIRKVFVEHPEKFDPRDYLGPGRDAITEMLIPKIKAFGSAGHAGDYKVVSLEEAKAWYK
#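 40 nM FBPA preincubated 10 min at RT with compound (up to 57.5 uM final), then substrate plus GAPDH/TPI/NAD/arsenate coupling and diaphorase/resazurin added. Fluorescence read after 20 min at RT, 525/598 nm.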
# Pf growth 96h – P. falciparum growth inhibition at 96 hour, primary screen for plastid delayed-death inhibitors; 320,000 tested, 6.9% active; P. falciparum luciferase reporter growth, 96 h; Potency, µM (doses to about 28.7 µM), without a hit: at the top dose activity change, negative = inhibition, most hits filed as inhibitors; note: potency is the fitted concentration of half-maximal effect; % is set by controls: 0 for no effect and ±100 for the full control effect
#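 P. falciparum expressing integrated firefly luciferase, in erythrocytes at 2% hematocrit, 0.05% parasitemia, incubated with compounds 96 h at 37 C, 5% CO2. Growth inhibition read as loss of luminescence; two-generation exposure targets delayed-death apicoplast inhibitors.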
# Cycloheximide cs – counter-screen hit for Shiga toxin inhibitors, cycloheximide; cell reporter, cycloheximide protein synthesis inhibition counterscreen; max response, %; 300,000 tested, 12% active; AID 2314; in the data active = max response mostly above about 13%, no sharp cut-off; inactive = mostly below about 14%; note: read at 38.3 µM for the half of the compounds with a filed dose; 0% is about no effect
# Shiga inhibitor – blocks Shiga toxin action in Vero cells | Vero cells, Shiga toxin protein synthesis inhibition reporter | inhibition, % at 38.7 µM | 290,000 tested, 9.2% active | AID 2315; in the data active = inhibition mostly above about 28%, no sharp cut-off; inactive = mostly below about 43%; note: 0% is about no effect
# Starred values were filed as active, the others as inactive; ? = inconclusive; · = no result given; & = joins results of further samples; [ ] = remark or other dose. Unless noted, calls come from the whole dose curve; as a rule, active = well fitted curve in the direction sought with a large enough effect; inconclusive = small, poorly fitted or top-dose-only effect, or another doubt; inactive = no such curve, though single readings can be large; an effect the other way counts as inactive or inconclusive.
cpd	canonical_smiles	Sm TGR block	Pf growth 48h	FBPA Giardia inh
1	CC(=O)Nc1ccc(NC(=O)CCCNC(=O)c2ccc(Cl)cc2)cc1	-3%	5%	-3%
2	O=C(NCc1ccccn1)c1cccn1-c1ncc(C(F)(F)F)cc1Cl	-4%	?	1%
3	COc1ccc(C(=O)NCC(=O)NCC(=O)OCc2ccc(Cl)cc2)cc1	3%	10%	-4%
4	CCOc1cc(N2CCOCC2)c(OCC)cc1NC(=O)c1c(C)noc1C	-1%	13%	·
5	O=C(NCc1cn2ccsc2n1)c1c(F)cccc1Cl	4%	19%	-1%
6	CCn1c(CNC(=O)COc2c(C)cccc2C)nnc1SCC(=O)Nc1nccs1	-6%	?	8%
7	O=C(c1c[nH]c(C(=O)N2CCN(Cc3ccccc3)CC2)c1)C1CCCCC1	3%	?	-1%
8	COc1ccc(C2CN(C)CC2C(=O)c2ccc(C)cc2)cc1Cl (configuration not stated)	-4%	?	2%
9	COC(=O)c1ccc(Oc2nc(N3CCCCC3)nc(N3CCOCC3)n2)cc1	3%	?	0%
10	Cc1ccc(C(=O)N2CCCC(Nc3ccc(C(C)C)cc3)C2)cn1 (configuration not stated)	0%	-1%	·
11	Cc1cccc(NC(=O)COC(=O)CNC(=O)C2CCCCC2)c1	0%	·	0%
12	O=C(COC(=O)[C@H](Cc1ccccc1)NC(=O)c1cccs1)Nc1ccccc1C(F)(F)F	-20%	8%	0%
13	CCC(C)Sc1nnc(CNC(=O)C23CC4CC(CC(C4)C2)C3)n1C1CCCCC1 (configuration not stated)	-21%	-19%	1%
14	O=S(=O)(c1ccc(Oc2ccc(S(=O)(=O)N(CCO)CCO)cc2)cc1)N(CCO)CCO	3%	-19%	4%
15	COc1ccccc1NC(=O)CN1CCN(CC(=O)Nc2ccc(F)cc2F)CC1	-3%	28%	5%

cpd	Pf growth 96h	Cycloheximide cs	Shiga inhibitor
1	6%	0	4
2	-30%	-2	-8
3	-21%	6	26
4	1%	·	·
5	14%	-7	-10
6	·	-1	-9
7	-187%	24	51*
8	?	-3	-14
9	·	1	-22
10	?	-3	-1
11	43%[activator]	9	2
12	-8%	-7	-12
13	?	-2	-2
14	112%[activator]	9	14
15	4.1µM*	32*	92*

# Continuation:
cpd	canonical_smiles	Sm TGR block	Pf growth 48h	FBPA Giardia inh
16	COc1ccc(C(c2c(C)n(C)n(-c3ccccc3)c2=O)c2c(C)n(C)n(-c3ccccc3)c2=O)cc1O	-6%&-2%	-23%	-3%
17	CCC(=O)N1CCN(c2ccc(NC(=O)c3ccc(N4CCCC4)c([N+](=O)[O-])c3)cc2)CC1	-12%	12%	3%
18	Cc1cc(C)n2nc(C(=O)OCC(=O)N3C(C)CCCC3C)nc2n1 (configuration not stated)	-1%	-7%	·
19	Cn1c(/C(C#N)=C(\O)c2cc(Cl)sc2Cl)nc2ccccc21	5%	-1%	·
20	CCN1C(=O)[C@H]2[C@@H](c3ccc(OC)cc3)N3C(=O)CN(Cc4ccccc4)C(=O)[C@@]3(C)[C@H]2C1=O	-9%	31%[activator]	0%
21	COc1ccc(-n2c(O)c(/C=C3\C=Nc4ccc(Br)cc43)c(=O)[nH]c2=O)c(OC)c1	?	3%[0.00184 µM]	-7%
22	Cc1ccc(S(=O)(=O)NCCN=C(CN2CCOCC2)NS(=O)(=O)c2ccc(C)cc2)cc1	-15%	-20%	·
23	Cc1ccc(-c2nc3c4ccccc4ccn3c2CN2CCCCC2)cc1	0%	9.3µM*	-11%
24	CC(=O)Nc1ccc(OCC(=O)c2cc(C)ccc2C)cc1	-3%	·	1%
25	Cn1c(SCc2cccc(C(F)(F)F)c2)nnc1-c1ccco1	?	-18%	-3%
26	CCC(=O)c1cn(CC(=O)Nc2cccc(C)c2C)c2ccccc12	2%	48%[activator]	12%
27	Cc1ccc(NN2C(=O)C=C(c3ccccc3)C2=O)cc1	?	?	-8%
28	Cc1cc(NCc2ccccc2)n2ncc(-c3ccccc3)c2n1	3%	164%[activator]	2%
29	CS(=O)(=O)N1CCN(c2ncccn2)CC1	1%	12%	11%
30	CC(C)CC1NC(=O)N(CC(=O)N2CCN(S(=O)(=O)c3ccc4ccccc4c3)CC2)C1=O (configuration not stated)	-12%	-23%	17%

cpd	Pf growth 96h	Cycloheximide cs	Shiga inhibitor
16	56%[activator]	-3	-7
17	-20%	-2	-17
18	8%	·	·
19	?	-10	-2
20	20%	-3	-4
21	?	-2	-1
22	1%	-2	-7
23	-14%	32*	59*
24	9.3µM*	-2	-6
25	?	7	16
26	20%	-1	·
27	44%[activator]	-12	-7
28	156%[activator]	67*	93*
29	?	1	9
30	?	1	-10

# Other compounds follow.
cpd	canonical_smiles	Sm TGR block	Pf growth 48h	FBPA Giardia inh
31	O=C1NC(Nc2ccccn2)(C(F)(F)F)C(=O)N1c1ccc(F)cc1 (configuration not stated)	3%	19%	-2%
32	O=C(COc1ccc2c(c1)OCO2)Nc1ccccc1C(F)(F)F	·	22%	0%
33	Cc1c(Br)cc(C(=O)NC2CCCCC2)c(C)c1C	-25%	9%	4%
34	Clc1ccccc1Nc1ncnc(-n2cccc2)n1	-5%	85%[activator]	-4%
35	CCCCn1c(S(=O)(=O)O)nc2ccccc21	-8%	2%	3%
36	N#CCCn1cc(C(=O)Nc2ccc(C(=O)O)cc2)c(-c2ccc([N+](=O)[O-])cc2)n1	13%	-19%	-1%
37	CN(C)c1ccc(C2N(C(=O)N3CCOCC3)CCN2S(=O)(=O)c2ccccc2)cc1 (configuration not stated)	0%	4%	0%
38	Cc1ccc(NC(=O)CNCC(c2ccccc2)N(C)C)cc1F (configuration not stated)	-7%	4%	-18%
39	O=C(COc1ccc([N+](=O)[O-])cc1)NCc1cccnc1	4%	-4%	1%
40	N#Cc1ccccc1OCC(=O)N1CCN(S(=O)(=O)c2ccc(Cl)cc2)CC1	0%	?	·
41	COC(=O)c1n[nH]nc1-c1ccccc1	9%	-5%	?
42	CCCCCc1cc(=O)oc2c(C(CCN3CCCCC3)c3cc(OC)c(OC)c(OC)c3)c(OC)cc(OC)c12 (configuration not stated)	-8%	5.2µM*	-3%
43	O=C(Nc1cccnc1)c1ccc(Cl)c(S(=O)(=O)N2CCCC2)c1	-4%	?	3%
44	O=C(COc1ccc(Cl)cc1)NCCCNC(=O)c1ccncc1	1%	?	-3%
45	COC(=O)c1cc(C(=O)Nc2nnc(CC(C)C)s2)cc([N+](=O)[O-])c1	-1%	3%	-2%

cpd	Pf growth 96h	Cycloheximide cs	Shiga inhibitor
31	?	-2	-8
32	?	31*	87*
33	?	-3	-17
34	91%[activator]	62*	131*
35	?	-2	-5
36	?	-2	-1
37	?	-2	-13
38	-15%	-2	-3
39	29%	-3	29
40	10µM*	·	·
41	31%[activator]	8	-4
42	2.3µM*	6	-9
43	24%	11	14
44	-5%	-10	-3
45	?	-4	-11

# New compounds follow:
cpd	canonical_smiles	Sm TGR block	Pf growth 48h	FBPA Giardia inh
46	Cc1ccc(S(=O)(=O)NCC(=O)NCC(=O)N2CCC(C)CC2)cc1	-1%	148%[activator]	-2%
47	CC(C(=O)Nc1cccnc1)n1cc([N+](=O)[O-])cn1 (configuration not stated)	2%	?	0%
48	Cc1cc(-c2nnc(CCC(=O)N(C)Cc3cccc4ccccc34)o2)no1	13%	-15%	-4%
49	O=C(Nc1ccc(Br)cc1)c1nn(C23CC4CC(CC(C4)C2)C3)cc1Br	-26%	?	1%
50	Cc1c([N+](=O)[O-])cc(C(=O)Nc2ccc(Cc3ccncc3)cc2)cc1[N+](=O)[O-]	-1%	13µM*	2%
51	Cc1cc(C(F)F)n2ncc(C(=O)N3CCCCC3)c2n1	8%	-18%	4%
52	CCCCc1ccc(S(=O)(=O)N2CCC3(CC2)OCCO3)cc1	-8%	9%	·
53	O=C(CN1C(=O)COc2ccc(Cl)cc21)N1CCOCC1	0%	?	23%
54	c1ccc(-c2cnnn2-c2ccccc2)cc1	-13%	24%	7%
55	CC1(NC(=O)Cc2ccc(S(=O)(=O)N3CCOCC3)s2)CCS(=O)(=O)C1 (configuration not stated)	-7%	?	·
56	Cc1ccc(-c2csc3nnc(SCC(=O)N4CCN(Cc5ccccc5)CC4)n23)cc1	4%	?	1%
57	CNCC(O)c1ccc(O)c(O)c1 (configuration not stated)	45µM*	1%	?
58	COc1ccccc1NC(=S)NCC1CCCO1 (configuration not stated)	-22%	1%	-1%
59	COc1ccc2nc(NC(=O)CSc3n[nH]c(N)n3)sc2c1	5%	59%[activator]	·
60	CCOC(=O)N1CCN(C(=O)c2ccccc2NC(=O)c2ccc(OC)cc2)CC1	-5%	-5%	1%

cpd	Pf growth 96h	Cycloheximide cs	Shiga inhibitor
46	0%	0	-9
47	-27%	-2	-4
48	?	20*	63*
49	0.19µM*	3	-8
50	-4%	-3	-9
51	?	-2	11
52	-16%	-3	-3
53	?	-1	-2
54	0.83µM*	-2	-3
55	4%	·	·
56	48%[activator]	9	7
57	3%	·	·
58	?	-2	-21
59	68%[activator]	·	·
60	44%[activator]	5	9

# Other results:
cpd	canonical_smiles	Sm TGR block	Pf growth 48h	FBPA Giardia inh
61	Cc1cc(NC(=O)COC(=O)c2ccco2)no1	·	-6%	1%
62	CCn1c2ccccc2c2cc(CN3CCN(S(=O)(=O)CC)CC3)ccc21	-2%	-25%	-29%
63	CCC(=O)NC(Nc1cccc(C)n1)(C(F)(F)F)C(F)(F)F	4%	8%	2%
64	Cn1c(=O)c2c(SCC(=O)Nc3cccc(F)c3)nc(-c3ccco3)nc2n(C)c1=O	-1%	-5%	·
65	C/C(=N\NS(=O)(=O)c1ccc(Cl)c([N+](=O)[O-])c1)c1ccc(C)o1	6.3µM*	-26%	-1%
66	CCCNC(=O)C1CCN(S(=O)(=O)c2cccc3nonc23)CC1	-2%	7%	7%
67	Cc1ccc(CNC(=O)CCn2cc(-c3ccc(C)cc3)nc2CCN)cc1	-3%	12µM*	·
68	COc1ccc2[nH]c(C)c(CCN(Cc3cccs3)C(=S)Nc3ccccc3OC)c2c1	-12%	12µM*	-6%
69	COc1ccc(C(=O)N2CCC(C(=O)c3c(C)cc(C)cc3C)CC2)cc1	-2%	?	5%
70	CCCC(=O)NCc1ccncc1	·	2%	1%
71	Cc1cc(C)nc(SCc2cccc(C(=O)O)c2)n1	7%	5%	2%
72	CC(=O)C1=NOC(CNC(=O)c2c(-c3ccccc3Cl)noc2C)C1 (configuration not stated)	-24%	2%	2%

cpd	Pf growth 96h	Cycloheximide cs	Shiga inhibitor
61	37%[activator]	-1	6
62	36%[activator]	-3	-3
63	·	-1	-15
64	-17%	-2	-6
65	·	-5	-3
66	1%	2	18
67	?	·	·
68	13µM*	-3	-3
69	?	2	19
70	19%	-3	-7
71	·	-3	19
72	26%	5	13

# Structures shown so far containing a cyano group, in the order listed:
cpd	canonical_smiles	Sm TGR block	Pf growth 48h	FBPA Giardia inh
19	Cn1c(/C(C#N)=C(\O)c2cc(Cl)sc2Cl)nc2ccccc21	5%	-1%	·
36	N#CCCn1cc(C(=O)Nc2ccc(C(=O)O)cc2)c(-c2ccc([N+](=O)[O-])cc2)n1	13%	-19%	-1%
40	N#Cc1ccccc1OCC(=O)N1CCN(S(=O)(=O)c2ccc(Cl)cc2)CC1	0%	?	·

cpd	Pf growth 96h	Cycloheximide cs	Shiga inhibitor
19	?	-10	-2
36	?	-2	-1
40	10µM*	·	·

# Compounds were not picked by outcome; about 24% have a hit in one of these screens.
